# Screening results from PubChem BioAssay.
# MrgX1 allo act: human MrgX1 positive allosteric modulation, primary screen. Q96LB2. MrgX1-HEK293, Fluo-4 calcium flux, FDSS; stronger effect = higher value. B-score at 10 µM. 310,000 tested, 0.63% active;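 active = plate-corrected calcium response at least 3 library SD above typical, normal starting fluorescence, not activating the receptor alone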;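 note: compound read alongside a low EC10 to EC30 dose of BAM8-22 agonist; peak minus trough fluorescence over baseline measured at the second addition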
# Target sequence (Q96LB2 whole entry, looked up): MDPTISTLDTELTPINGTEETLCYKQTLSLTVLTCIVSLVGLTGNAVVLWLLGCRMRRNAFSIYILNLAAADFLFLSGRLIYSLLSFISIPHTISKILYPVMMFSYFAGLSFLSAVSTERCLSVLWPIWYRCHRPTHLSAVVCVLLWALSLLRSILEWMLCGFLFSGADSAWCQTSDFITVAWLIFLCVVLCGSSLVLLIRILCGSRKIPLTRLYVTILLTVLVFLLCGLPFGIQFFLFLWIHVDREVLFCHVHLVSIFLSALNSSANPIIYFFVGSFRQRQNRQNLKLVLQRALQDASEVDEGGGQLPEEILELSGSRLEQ
# TRPC6 inh: inhibitors of mouse TRPC6 channel | 310,000 tested, 1.1% active | HEK293-TRPC6, membrane potential dye, ACh-evoked depolarization; stronger effect = lower value | B-score at 10 µM | Q61143;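 active = B-score under library mean minus 3 SD, initial fluorescence not abnormally high, positive integrated signal ratio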;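 note: B-score derived from integrated fluorescence ratio over the kinetic read; more negative B-score means stronger inhibition of depolarization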
# RGS4 inh: human RGS4 inhibition. HEK293 M3R/RGS4 inducible, Fluo-4 calcium flux; stronger effect = higher value; triggered by carbachol at its EC20. B-score at 10 µM. P49798. 310,000 tested, 0.45% active. AID 463165;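 active = B-score, a plate-corrected calcium signal, over three deviations above library mean, with baseline fluorescence within five deviations of library mean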;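 note: RGS4 expression induced by doxycycline in cells with stable M3 receptor; B-score is computed from the integrated fluorescence ratio over baseline after carbachol; higher B-score means a larger calcium signal and so more RGS4 inhibition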
# Target sequence (P49798 whole entry, looked up): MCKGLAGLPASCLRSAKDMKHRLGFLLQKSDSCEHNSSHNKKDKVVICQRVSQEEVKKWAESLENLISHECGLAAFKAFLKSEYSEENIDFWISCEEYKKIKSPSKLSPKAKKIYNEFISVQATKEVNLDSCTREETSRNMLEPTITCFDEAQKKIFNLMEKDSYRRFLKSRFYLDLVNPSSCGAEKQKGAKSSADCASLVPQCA
# TMEM16A act: activators or potentiators of mouse TMEM16A chloride channel; Q8BHY3; HEK293 TMEM16A/YFP-H148Q/I152L, iodide quench fluorescence; stronger effect = lower value; B-score at 10 µM; 340,000 tested, 0.3% active; AID 623877;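 active = fluorescence-ratio B-score plate-corrected deviation score at least 3 library SD below zero, with starting fluorescence score within 5 deviations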;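 note: channel opened by trigger with iodide after compound preincubation; score built on the fluorescence ratio of max minus min over baseline; more negative score means more quench and so TMEM16A activation or potentiation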
# HDAC3 inh: inhibitors of human histone deacetylase 3; inhibition, % at 8.3 µM; AID 2718; 320,000 tested, 0.15% active; recombinant HDAC3, fluorogenic peptide/trypsin coupled, fluorescence; O15379; in the data active = inhibition above about 26%, passing the limit was not always enough
# Target sequence (O15379 whole entry, looked up): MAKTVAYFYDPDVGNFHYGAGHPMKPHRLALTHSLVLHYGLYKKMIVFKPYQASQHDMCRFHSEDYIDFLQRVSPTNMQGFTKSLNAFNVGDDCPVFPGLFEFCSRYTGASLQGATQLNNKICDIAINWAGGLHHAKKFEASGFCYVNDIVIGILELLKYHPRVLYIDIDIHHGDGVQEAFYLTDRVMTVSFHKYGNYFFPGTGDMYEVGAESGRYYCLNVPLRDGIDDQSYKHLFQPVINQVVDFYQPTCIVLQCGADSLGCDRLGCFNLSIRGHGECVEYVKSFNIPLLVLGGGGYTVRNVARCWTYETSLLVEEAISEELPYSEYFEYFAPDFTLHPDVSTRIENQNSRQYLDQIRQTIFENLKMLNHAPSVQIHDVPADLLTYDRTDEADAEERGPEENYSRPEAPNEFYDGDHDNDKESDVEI
# ANO1 block: mouse TMEM16A channel inhibition, primary screen; Q8BHY3; HEK293 TMEM16A/YFP iodide influx fluorescence, ionomycin; normalized B-score (activity score, 25-100; higher = stronger inhibition) at 10 µM; 310,000 tested, 1.2% active;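 active = ratio plate-corrected score three or more library SD toward inhibition, starting fluorescence score within five deviations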;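 note: score derived from kinetic fluorescence span divided by baseline fluorescence per well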
# MrgX1 ag: activates human MrgX1 receptor signaling; MrgX1-HEK293 cells, Fluo-4 calcium fluorescence, agonist mode; stronger effect = higher value; B-score at 10 µM; 310,000 tested, 0.44% active;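 active = calcium response B-score plate-corrected fluorescence ratio at least 3 library SD, with starting fluorescence B-score inside 5 SD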
#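 Material – MrgX1-expressing HEK293 cells · Input – 15,000 cells seeded per well · Dosing – compound as first of three additions · Times – overnight seeding, then 1 h dark dye loading · Measured by – kinetic Fluo-4 NW fluorescence of intracellular calcium · Read-out – B-scored fluorescence response ratio · Benchmarks – positive and negative control wells on each plate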
# MrgX1 antagonist: blocks BAM8-22 activation of human MrgX1 receptor; 310,000 tested, 1.3% active; Q96LB2; MRGX1-HEK293 calcium flux, Fluo-4, BAM8-22 antagonism; stronger effect = lower value; B-score at 10 µM;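 active = calcium-response B-score plate-corrected more than 3 library SD below zero, starting fluorescence within 5 deviations, no agonist response on first addition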;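 note: peak minus trough fluorescence over baseline after final BAM8-22 challenge near maximal dose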
# TRPC6 act: mouse TRPC6 channel activation; Q61143; HEK293-TRPC6 membrane potential dye fluorescence; stronger effect = higher value; B-score at 10 µM; 310,000 tested, 0.13% active;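 active = B-score of the integrated fluorescence ratio above library mean plus 3 SD, and starting fluorescence ratio within library mean plus 5 SD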;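 note: higher score means more depolarization so channel activation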
# RGS4 pot: potentiators or activators of RGS4; HEK293 M3R/inducible RGS4, carbachol calcium flux Fluo4; stronger effect = lower value; B-score at 10 µM; 310,000 tested, 0.92% active;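 active = B-score of the integrated calcium signal more than 4 SD below the library mean, with starting fluorescence not abnormally high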;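 note: negative B-score means reduced calcium response which marks RGS4 activation or potentiation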
#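 Assay system: HEK293 FlpIn-TREx cells, stable M3R, doxycycline-inducible RGS4 / Probe or stimulus: carbachol, ECmax concentration / Times: overnight RGS4 induction, 30 min dye load 37 °C, 20 min compound RT / Signal: kinetic calcium fluorescence imaging with Fluo4-AM dye, 2 µM / Measure: Agonist-evoked peak-minus-minimum fluorescence over baseline, integrated ratio, B score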
# SKKanGAS inh: SKKanGAS growth inhibition; AID 1662; S. pyogenes SKKanGAS, kanamycin growth, BacTiter-Glo, 6 h; inhibition, % at 7.5 µM; 300,000 tested, 1.3% active;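 active = mean replicate score, as percent of positive control median, at least 50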;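 note: strain carries kanamycin resistance gene driven by streptokinase promoter and grows in 40 µg/ml kanamycin; loss of luminescence reflects streptokinase promoter inhibition or plain growth inhibition; 0% = median of DMSO wells and 100% = positive control at its reference dose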
# An asterisk follows results filed as active; i = inactive; . = no result given.
SMILES,TRPC6 inh,RGS4 inh,HDAC3 inh,MrgX1 ag,TRPC6 act,ANO1 block,SKKanGAS inh,MrgX1 allo act,TMEM16A act,MrgX1 antagonist,RGS4 pot
COc1ccc(C(=O)O/N=C(/c2ccccc2)c2ccncc2)cc1OC,i,i,5,i,i,i,4,i,i,i,i
O=C(CCC1CCCC1)Nc1ccc([N+](=O)[O-])cn1,i,i,4,i,i,i,7,i,i,i,i
CNC(=O)c1ccc(OC2CSC2)cc1,i,i,-6,i,i,i,2,i,i,i,i
COc1ccc(CN(C(=O)c2cc(=O)c3ccccc3o2)C2CCS(=O)(=O)C2)cc1OC (stereo unspecified),i,i,.,i,i,i,-7,i,i,i,i
O=C(COC(=O)c1ccccc1NC(=O)c1ccco1)NCC1CCCCC1,i,i,-6,i,i,i,2,i,i,i,i
Cc1ccccc1-n1c(N)cc(=O)[nH]c1=S,i,i,1,i,i,i,-4,i,i,i,i
O=C(c1ccc(NC2=NC3CS(=O)(=O)CC3S2)cc1)N1CCc2ccccc2C1 (stereo unspecified),i,i,-2,i,i,i,0,i,i,i,i
O=CN1CCN(CC(O)Cn2c3ccccc3c3ccccc32)CC1 (stereo unspecified),i,i,10,i,i,i,2,i,i,i,i
CCOC(=O)CSc1nn(C)c(=S)s1,i,i,1,i,i,i,-1,i,i,i,i
Oc1ccc(CCc2n[nH]c(=S)n2-c2ccc(F)cc2)cc1,i,i,7,i,i,i,0,i,i,i,i
Cc1cccc(CCNC(=O)C2CCC(=O)N(Cc3ccc(Cl)cc3)C2)n1 (stereo unspecified),i,i,0,i,i,i,-3,i,i,i,i
CN1C=CC=C/C1=C1/N=C(c2ccccc2)OC1=O,i,i,-4,i,i,i,5,i,i,i,i
CCCc1nn(C)c(C(=O)Nc2ccc(CC)cc2)c1Cl,i,i,.,i,i,i,2,i,i,i,i
O=C(N/N=C\c1ccc2c(c1)OCO2)c1ccc(Cn2cc(Br)c([N+](=O)[O-])n2)o1,i,i,4,i,i,i,6,i,i,i,i
Cc1cccn2c(=O)c(C=O)c(N3CCCCC3)nc12,i,i,0,i,i,i,-2,i,i,i,i
CCOC(=O)c1oc2ccc(/C=N/O)c(Cl)c2c1C,i,i,-3,i,i,i,0,i,i,i,i
c1ccc(OCCOCCN2CCN(C(c3ccccc3)c3ccccc3)CC2)cc1,i,i,.,i,i,i,13,i,i,i,i
C=CCOc1ccc2oc(=O)cc(C)c2c1,i,i,-3,i,i,i,1,i,i,i,i
O=C(CCCCCNC(=O)N1CCn2c1nc1ccccc12)N[C@H](C(=O)O)c1ccccc1,i,i,8,i,i,i,1,i,i,i,i
CS(=O)(=O)c1ccc(S(=O)CC(=O)Oc2ccc(Cl)cc2)c([N+](=O)[O-])c1 (stereo unspecified),i,i,1,i,i,i,24,i,.,i,i
CCOC(=O)c1cccc(NC(=O)CSc2nnc(C3CCCCC3)n2C)c1,i,i,3,i,i,i,-4,i,i,i,i
O=C(CC1CCCC1)Nc1cccc(Br)c1,i,i,-4,i,i,i,3,i,i,i,i
O=C(C1CCCN(Cc2nc(-c3ccc(Cl)cc3)no2)C1)N1CCOCC1 (stereo unspecified),i,i,2,i,i,i,-4,i,i,i,i
COc1ccc(-c2nn3c(-c4ccccn4)nnc3s2)cc1OC,i,i,3,i,i,i,1,i,i,i,i
COc1ccc(CCNC(=O)CSc2cn(Cc3cccc(C)c3)c3ccccc23)cc1OC,i,i,.,i,i,i,20,i,i,i,i
Cn1c(=O)c2c(=O)cc(N)[nH]c2n(C)c1=O,i,i,-4,i,i,i,-2,i,i,i,i
CN(Cc1ccccc1)C(=O)c1nc2ccccn2c1CNCCn1cccn1,i,i,-5,i,i,i,8,i,i,i,i
COC(=O)c1c(C)c2c(C)cc3ccccn3c-2c1C(=O)OC,i,i,10,i,i,i,-6,i,i,i,i
O=C(Nc1ccc(S(=O)(=O)Nc2ncccn2)cc1)c1cccc(Br)c1,i,i,2,i,i,i,-1,i,i,i,i
CCOc1ccc(/C=N/NC(=O)c2cc(-c3ccccc3)nc3ccccc23)cc1O,i,i,-1,i,i,i,10,i,i,i,i
CCn1c(SC(C)C(=O)N2CCOCC2)nc2sc(C)c(C)c2c1=O (stereo unspecified),i,i,-9,i,i,i,-2,i,i,i,i
COc1ccc([C@@H]2C(C#N)=C(N)S[C@@H](c3ccccc3)[C@@H]2[N+](=O)[O-])cc1,i,i,0,i,i,i,17,i,i,i,i
COc1ccc(C(O)P(=O)(OC2CCCCC2)c2ccc(N(C)C)cc2)cc1OC (stereo unspecified),i,i,-1,i,i,i,-1,i,i,i,i
COC(=O)CCC(=O)OC1(C)C(=O)C2=CN(Cc3ccc4c(c3)OCO4)C(c3ccc(OC)cc3)=CC2=C(Br)C1=O (stereo unspecified),i,i,-3,i,i,i,10,i,i,i,i
CC(C(=O)Nc1ncc2c(n1)CC(C)(C)CC2=O)N1C(=O)c2ccccc2C1=O (stereo unspecified),i,i,4,i,i,i,-18,i,i,i,i
CC1CN(c2nc3c(c(=O)n(C)c(=O)n3C)n2Cc2c(F)cccc2Cl)CC(C)O1 (stereo unspecified),i,i,6,i,i,i,-7,i,i,i,i
CC(=O)c1ccc(NC(=O)c2onc(C)c2Cl)cc1,i,i,5,i,i,i,-8,i,i,i,i
COc1ccc(C(=O)NCCN2CCCC2)cc1,i,i,-3,i,i,i,-4,i,i,i,i
Cc1ccc2cc(C)c3nnc(SCC(=O)NCc4ccco4)n3c2c1,i,i,6,i,i,i,-20,i,i,i,i
C/C=C/c1ccc(OCC(=O)OCC(=O)Nc2c(C)nn(-c3ccccc3)c2C)c(OC)c1,i,i,-1,i,i,i,-6,i,i,i,i
CCOc1ccc(NC(=O)CCC(=O)NNC(=O)Nc2ccc(Cl)cc2)cc1,i,i,-1,i,i,i,-4,i,i,i,i
CN(C)c1nnnn1-c1ccc(OC(F)(F)F)cc1,i,i,-7,i,i,i,6,i,i,i,i
COc1cccc2c(=O)cc(C)n(CC(=O)Nc3ccccc3C)c12,i,i,-1,i,i,i,-3,i,i,i,i
Cc1cccc(NC(=O)Cn2ccn(-c3ccc4c(c3)OCCO4)c(=O)c2=O)c1,i,i,-6,i,i,i,-2,i,i,i,i
Cc1cc(C(=O)NCC(C)C)c2ccccc2n1,i,i,2,i,i,i,0,i,i,i,i
CCOC(=O)c1ccccc1NC(=O)CN(c1ccccc1OC)S(C)(=O)=O,i,i,5,i,i,i,-7,i,i,i,i
O=C(NC1CCCCC1)C(c1cc2c(cc1[N+](=O)[O-])OCO2)N1CCCCC1 (stereo unspecified),i,i,-4,i,i,i,-2,i,.,i,i
COc1ccccc1CNC(=O)c1cc2sccc2n1C,i,i,-1,i,i,i,-1,i,i,i,i
Cc1ccc(C(=O)OCC(=O)c2c(N)n(C)c(=O)n(C)c2=O)cc1S(=O)(=O)N1CCCCC1,i,i,5,i,i,i,8,i,i,i,i
CCOc1ccc(-c2cc(C(=O)NCCCN3CCN(CC)CC3)c3ccccc3n2)cc1,i,i,-20,i,i,i,9,i,i,i,i
O=C(N/N=C/c1coc2ccc(Cl)cc2c1=O)c1ccncc1,i,i,8,i,i,i,9,i,i,i,i
CCN(CC)C(=O)C12CC3CC(CC(Cl)(C3)C1)C2,i,i,4,i,i,i,1,i,i,i,i
CC(=O)c1cccc(NC(=O)CN2CCc3cc4c(cc3C2C)OCCCO4)c1 (stereo unspecified),i,i,3,i,i,i,-2,i,i,i,i
COc1ccc2c(C)c(C)c(=O)oc2c1OC,i,i,-3,i,i,i,5,i,i,i,i
O=C(CCCOc1ccc(Cl)cc1Cl)NCCCO,i,i,-2,i,i,i,-2,i,i,i,i
CCCCc1nnc(NC(=O)CN2C(=O)c3ccccc3C2=O)s1,i,i,-2,i,i,i,1,i,i,i,i
CO/N=C(\N)c1ccc([N+](=O)[O-])cc1,i,i,0,i,i,i,-1,i,i,i,i
O=C(c1cc(COc2ccccc2)on1)N1CCCC(CN2CCOCC2)C1 (stereo unspecified),i,i,-3,i,i,i,-3,i,i,i,i
CCc1nnc(NC(=O)CN2C(=O)c3ccccc3S2(=O)=O)s1,i,i,-11,i,i,i,1,i,i,i,i
COc1ccccc1C(O)(C(=O)NNc1cccc(C)c1)c1ccccc1OC,i,i,-1,i,i,i,1,i,i,i,i

# Next part
SMILES,TRPC6 inh,RGS4 inh,HDAC3 inh,MrgX1 ag,TRPC6 act,ANO1 block,SKKanGAS inh,MrgX1 allo act,TMEM16A act,MrgX1 antagonist,RGS4 pot
COc1ccc(-n2nnnc2CNC(=O)C2CC(=O)N(c3ccc(Cl)cc3)C2)cc1 (stereo unspecified),i,i,3,i,i,i,-5,i,i,i,i
CN(c1ccc(S(=O)(=O)N2CCOCC2)cn1)C1CCCCC1,i,i,9,i,i,i,0,i,i,i,i
CC1=CC(C)(C)N(C(=O)CN2C(=O)c3ccccc3C2=O)c2ccc(C)cc21,i,i,-2,i,i,i,-16,i,i,i,i
O=[N+]([O-])c1ccccc1OCCOCCOc1cccc2cccnc12,i,i,-2,i,i,i,13,i,i,i,i
CCn1c(C)c(C)c2cc(C(=O)Nc3cccc(Cl)c3)ccc21,i,i,-2,i,i,i,7,i,i,i,-7.7*
COc1ccc(-n2c(-c3cnccn3)n[nH]c2=S)cc1,i,i,10,i,i,i,-5,i,i,i,i
CCc1nnc2c(NCCc3ccc(OC)c(OC)c3)nc3ccccc3n12,i,i,.,.,i,.,-1,.,i,.,i
Cn1cccc1/C=C(\C#N)C(N)=S,i,i,4,i,i,i,5,i,i,i,i
CCOC(=O)c1nn(-c2ccc(F)cc2)c(=O)c(C#N)c1C,i,i,-4,i,i,i,8,i,i,i,i
O=C(NCc1ccccc1)c1n[nH]nc1-c1ccccc1O,i,i,-3,i,i,i,0,i,i,i,i
COc1ccc(C(=O)NCc2ccc(N3CCN(C(=O)OC(C)(C)C)CC3)cc2)cc1,i,i,-1,i,i,i,0,i,i,i,i
